APP 5'UTR act: APP 5'UTR luciferase reporter activation; AID 1276; SH-SY5Y APP 5'UTR luciferase reporter, luminescence; zero percent = DMSO vehicle wells; activation, % at 2 µM; 190,000 compounds, 1% hits;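 active = activation above a set limit, based on mean plus 3 SD of controls, cut at about 140% in these data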; note: values of inactives mirror those of a sister screen read the other way
STAT3 blocker: STAT3 signaling inhibition. U3A cells, IL-6 STAT3-luciferase reporter, luminescence; host cell line lacks STAT1. inhibition, % at 5.5 µM. 190,000 compounds, 0.89% hits. AID 862;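 active = inhibition above the mean inhibition across all screened compounds plus 3 SD, cut at about 44% in these data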;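 note: 0% = DMSO only wells and 100% = 100 µM nifuroxazide control wells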
STAT1 inh: inhibitors of IFN-gamma induced STAT1 signaling; 200,000 compounds, 0.35% hits; inhibition, % at 5.5 µM; NIH 3T3 STAT1-luciferase reporter, luminescence;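 active = inhibition above a set limit, the mean inhibition across all tested compounds plus 3 SD, cut at about 34% in these data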;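 note: 0% = IFN-gamma with DMSO and 100% = IFN-gamma with 300 µM nifuroxazide; values of inactives mirror those of a sister screen read the other way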
ROMK mod: modulators of human ROMK potassium channel. P48048. Tet-inducible ROMK, thallium flux fluorescence; actives lie on both sides. B-score at 10 µM. 130,000 compounds, 2% hits;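 active = signal ratio slope over the read window, or its plate-corrected B-score, at least 3 SD from the plate mean, either direction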;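 note: B-score of the F/F0 ratio slope over 7 to 12 s after thallium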
Target sequence (P48048 whole entry, looked up): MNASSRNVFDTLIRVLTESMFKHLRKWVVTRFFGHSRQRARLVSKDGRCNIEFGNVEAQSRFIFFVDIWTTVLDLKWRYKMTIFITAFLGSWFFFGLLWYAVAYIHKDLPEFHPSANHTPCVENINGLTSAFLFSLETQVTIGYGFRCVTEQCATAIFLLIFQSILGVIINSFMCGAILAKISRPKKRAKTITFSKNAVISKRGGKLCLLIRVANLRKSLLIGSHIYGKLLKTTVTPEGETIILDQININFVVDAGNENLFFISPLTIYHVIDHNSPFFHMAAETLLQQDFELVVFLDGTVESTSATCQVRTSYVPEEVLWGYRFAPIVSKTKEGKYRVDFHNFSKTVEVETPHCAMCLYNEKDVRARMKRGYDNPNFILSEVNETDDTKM
APP transl inh: APP translation inhibition; AID 1285; 190,000 compounds, 0.82% hits; SH-SY5Y APP 5'UTR-luciferase reporter, luminescence; inhibition, % at 2 µM;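 active = inhibition above a set limit, derived from the sample mean plus 3 SD, cut at about 45% in these data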; note: values of inactives mirror those of a sister screen read the other way
STAT3 activator: increases IL-6 driven STAT3 reporter signal | U3A cells, IL-6 STAT3-luciferase reporter, luminescence; 100% = signal with IL-6 EC80 alone | 190,000 compounds, 0.91% hits | activation (% of control), % at 5.6 µM;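 active = activation above the screen-wide mean of compound activation plus 3 SD, cut at about 130% in these data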;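 note: 0% = background luminescence of wells with medium and substrate only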
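Material: STAT3-luciferase reporter U3A cells; Probe or stimulus: IL-6 (33 ng/mL); Incubation: compound pre-incubation 1 h before IL-6, then 6 h stimulation at 37 °C; Technique: luminescence from STAT3-driven luciferase reporter; Evaluation: % activation versus median of IL-6-stimulated wells; Controls: IL-6-only high control.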
STAT1 activator: increases IFN-gamma driven STAT1 reporter signal; NIH 3T3 STAT1-luciferase reporter, luminescence; 100% = IFN-gamma alone, no compound; activation (% of control), % at 5.5 µM; 200,000 compounds, 2.6% hits;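 active = activation above the screen-wide mean activation plus 3 SD, cut at about 130% in these data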;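 note: raw ratio to IFN-gamma control signal so 100% means no change and 0% no light; values of inactives mirror those of a sister screen read the other way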
FLuc inhib CS: inhibits firefly luciferase, flagging false hits in luciferase inhibition screens. P08659. ATPLite firefly luciferase biochemical luminescence, 10 min. inhibition, % at 10 µM. 200,000 compounds, 1.5% hits;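 active = inhibition above about 50% when tested at 10 µM, limit read from the data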
Target sequence (P08659 whole entry, looked up): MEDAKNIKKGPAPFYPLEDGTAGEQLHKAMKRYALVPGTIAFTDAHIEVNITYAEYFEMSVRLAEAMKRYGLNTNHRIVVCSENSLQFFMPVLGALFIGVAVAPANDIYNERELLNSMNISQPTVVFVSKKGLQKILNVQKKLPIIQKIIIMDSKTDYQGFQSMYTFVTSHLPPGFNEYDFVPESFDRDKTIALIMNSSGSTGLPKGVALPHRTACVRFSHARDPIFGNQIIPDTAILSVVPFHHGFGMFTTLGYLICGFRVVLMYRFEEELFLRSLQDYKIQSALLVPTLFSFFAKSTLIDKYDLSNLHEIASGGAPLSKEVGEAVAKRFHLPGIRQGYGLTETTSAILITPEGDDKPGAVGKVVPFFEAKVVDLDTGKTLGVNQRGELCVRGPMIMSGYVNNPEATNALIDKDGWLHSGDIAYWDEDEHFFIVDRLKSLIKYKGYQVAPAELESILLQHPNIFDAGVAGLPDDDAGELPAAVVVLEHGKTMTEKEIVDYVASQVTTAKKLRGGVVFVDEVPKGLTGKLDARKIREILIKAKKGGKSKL
FLuc stim CS: firefly luciferase counter-screen for stimulation assays; P08659; ATPlite luciferase biochemical, luminescence, 10 min; 0 = ATP-free wells, 1 = DMSO control; activation factor at 10 µM; 200,000 tested, under 10 active;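 active = luciferase activation factor, scaled between plate controls, of at least 2 with compound at 10 µM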
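test system = cell-free luciferase reagent | medium = PBS as buffer for the ATP substrate | dosing = test compounds dosed from 2 mM stocks in 100% DMSO | incubation = 10 min at ambient temperature | detection = luminescence measurement of luciferase light output | benchmarks = low control with PBS replacing ATP, high control enzyme plus ATP without compound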
NF-kB neuron act: raises NF-kB expression in human neuronal cells; NF-kB reporter expression; stronger effect = higher value; fold change at 12.5 µM; 190,000 compounds, 1.6% hits; in the data active = fold change above about 3.3
Numbers without * were called inactive; / = not tested or not shown.

SMILES	APP 5'UTR act	STAT3 blocker	STAT1 inh	ROMK mod	APP transl inh	STAT3 activator	STAT1 activator	FLuc inhib CS	FLuc stim CS	NF-kB neuron act
COc1cccc(CN2CCNC(=O)C2CC(=O)NCc2cn3cccc(C)c3n2)c1OC (configuration not stated)	3	2	5	0.013	-2	102	94	-2	1	1
N#CC1=C(N)SC(N)=C(C#N)C1c1cccc(Oc2ccccc2)c1	-10	-2	8	-1.9	10	105	92	-7	1.1	1.1
Cc1cc(C)c(C#N)c(N2CCOCC2)n1	28	-13	1	/	-28	113	99	-2	1	1.1
COc1ccc(C(C)=O)cc1COc1ccccc1[N+](=O)[O-]	-21	9	0	0.013	20	97	102	-3	1	1.1
Cc1noc(C)c1C(=O)N1CCOCC1	2	7	13	-1	-2	100	88	-8	1.1	1.1
O=C(Nc1nc2ccccc2n1Cc1ccc(Cl)cc1)c1ccco1	-18	8	-4	0.99	18	98	104	-2	1	0.81
Cc1nc2sc3c(c2c(=O)n1N)CCC3	2	6	-3	0.091	-2	101	102	1	1	1.2
O=C(CSc1nnc(CNc2ccccc2)o1)N1CCc2ccccc21	18	2	0	/	-18	103	100	-3	1	1.3
O=[N+]([O-])c1ccc(N2CCN(C(=S)Nc3ccccc3)CC2)cc1	-16	8	8	-1.1	16	95	92	1	1	0.96
OCCN(CCO)CC(O)COCCC12CC3CC(CC(C3)C1)C2 (configuration not stated)	3	-1	-1	-0.029	-2	106	101	2	1	1
Clc1ccc(NC2(c3nnnn3C3CCCCC3)CCCCC2)cc1	3	-1	3	0.21	-3	105	97	-3	1	0.98
CC(C)(Oc1ccc(Cl)cc1)C(=O)N1CCC(C(N)=O)CC1	-11	10	2	0.35	11	97	99	-8	1.1	/
CCCCOc1ccc(NC(=O)CSc2cccc3cccnc23)cc1	2	-3	-1	-0.73	-2	103	101	-7	1.1	0.87
Cc1c(NC2=C(Cl)C(=O)N(c3ccccc3Cl)C2=O)c(=O)n(-c2ccccc2)n1C	-17	-9	-1	0.51	17	111	101	-3	1	1.7
CC(=O)Nc1ccccc1NC(=O)c1ccccc1	9	3	-1	0.024	-9	103	99	-7	1.1	1
COC(=O)c1c2c(nc3ccccc13)CCC2	22	2	1	0.56	-22	104	99	-3	1	1.1
O=C(NCc1ccccn1)C(=O)NN=C1CCCCCCCCCCC1	-3	6	-4	-1.4	3	99	103	-5	1	0.98
O=C(COc1ccccc1)Nc1nc(-c2cccs2)cs1	9	18	-11	0.48	-9	88	110	-3	1	1.7
CC1(C)CC(=O)c2cnc3c(C#N)cnn3c2C1	-9	12	2	0.18	9	99	96	-8	1.1	1.4
Cc1onc(-c2ccccc2Cl)c1C(=O)Nc1c(C)n(C)n(-c2ccccc2)c1=O	-3	5	4	0.19	3	102	96	-2	1	1
O=C1C2CC=C(Cl)CC2C(=O)N1CNc1ccccn1 (configuration not stated)	-10	9	-3	-0.035	10	94	103	-5	1.1	1
COc1ccccc1-c1csc(NC(=O)c2cc(-c3cccs3)nc3ccccc23)n1	8	17	7	0.32	-8	89	94	-8	1.1	0.98
COC(=O)c1ccccc1C(=O)N1CCOCCOCCOCC1	11	-5	-6	/	-11	103	105	-4	1	1.2
O=C1c2cccc3cccc(c23)C(=O)N1/N=C/c1ccc(O)cc1O	-21	2	-2	/	21	98	102	-6	1.1	1.3
COc1ccc2[nH]c(=O)c(CN(CCc3ccccc3)Cc3nnnn3CC3CCCO3)cc2c1 (configuration not stated)	4	9	1	/	-4	101	99	-5	1	0.84
Carrying on:
SMILES	APP 5'UTR act	STAT3 blocker	STAT1 inh	ROMK mod	APP transl inh	STAT3 activator	STAT1 activator	FLuc inhib CS	FLuc stim CS	NF-kB neuron act
Cc1cc(C)cc(-n2c(C)cc(C(=O)CSc3nnnn3C)c2C)c1	-2	1	0	-1.1	2	99	100	-5	1.1	1.2
CCN(CC)c1ccc(CN(C(=O)c2cc(OC)c(OC)c(OC)c2)C2CCS(=O)(=O)C2)cc1 (configuration not stated)	-10	8	1	/	10	97	99	-7	1.1	1.1
OC(Cn1cncn1)c1ccc(Cl)cc1 (configuration not stated)	-3	-1	-3	-0.3	3	103	102	-2	1	1.2
COc1ccc(-c2cc(C(=O)O)c3ccccc3n2)c(OC)c1	-8	1	2	1.3	8	102	98	0	1	1.2
c1ccc2oc(-c3csc(NCC4CCCO4)n3)cc2c1 (configuration not stated)	169*	27	-52	-1.6	-169	81	148*	48	0.5	9.1*
CCNc1c(C(=O)O)ccc2c1C(=O)c1ccccc1C2=O	6	3	-12	/	-6	97	111	15	0.8	0.87
CCOC(=O)Cc1csc(N)n1	-31	-6	-8	-0.64	31	103	108	-7	1.1	0.9
Cc1ccc(N2CC(C(=O)Nc3ccc(S(=O)(=O)Nc4nccs4)cc3)CC2=O)cc1 (configuration not stated)	-4	6	-7	0.13	4	105	106	-2	1	0.91
Cc1ccc(Cn2c(N3CCCCCC3)nc3c2c(=O)[nH]c(=O)n3C)cc1	1	6	14	-1.2	-1	97	88	-3	1	0.85
COc1cc(OC)cc(C(=O)NNc2nc3cc4c(cc3s2)OCO4)c1	4	-3	-8	0.6	-4	102	107	-8	1.1	0.96
COc1cccc(/C=N/Nc2ncnc(Cl)c2N)c1O	-78	17	0	/	78*	87	100	68*	0.3	1.6
Cc1[nH][nH]c(=O)c1C(c1ccc(-c2ccccc2C(=O)O)o1)c1c(C)[nH][nH]c1=O	4	-9	-10	/	-4	107	110	-3	1	1
COC(=O)c1nnn(-c2nc(N3CCOCC3)nc(N3CCOCC3)n2)c1C	-16	6	-3	-0.021	16	96	103	-4	1	0.97
CCOC(=O)CC(=O)Nc1nnc(C(C)C)s1	-4	6	-58	/	4	98	152*	-6	1.1	1.2
COc1cccc(NC(=O)C2CCN(Cc3cnn(-c4ccccc4)c3-n3cccc3)CC2)c1	0	2	9	-2.1	0	96	92	1	1	0.68
O=C(CCN1C(=O)COc2ccccc21)N1CCCCC1	15	2	-2	0.034	-15	96	102	-7	1.1	1.6
Cc1[nH]nc2c1C(c1ccc(-c3ccccc3C#N)o1)C(C#N)=C(N)O2 (configuration not stated)	6	-7	-15	-0.8	-6	110	113	-5	1	0.83
CCCc1cc(SCC(=O)Nc2c(C)n(C)n(-c3ccccc3)c2=O)n2c(nc3ccccc32)c1C#N	5	2	11	-1.4	-5	104	90	2	1	0.88
Cc1cc(C(=O)OCC(=O)NCc2ccccc2)c(C)o1	20	6	1	1.5	-20	99	98	-7	1.1	1.2
Cc1ccc(-n2c(=O)[nH]c3c(oc4ccccc43)c2=O)cc1	23	8	1	0.036	-23	103	99	-4	1	0.99
CC(=O)c1cc(C#N)c(NCc2cc(-c3ccccc3)no2)nc1C	13	11	-1	0.48	-13	95	100	-2	1	0.94
O=c1c2c([nH]c3ccccc13)C(=C1CCCC1)CC2	16	11	4	/	-16	92	96	-3	1	1
C1CCN=C(Nc2nc3c(s2)CCCC3)CC1	30	4	-34	/	-30	100	131*	2	1	1.8
CN(C)/C=N/c1nc2nccc(-c3cccs3)n2n1	-3	22	-2	1.1	3	84	102	-7	1.1	1
CCOc1ccc(S(=O)(=O)Nc2ccccc2C(=O)NCc2ccco2)cc1	-12	8	-2	/	12	100	101	-7	1.1	0.91
Continuation:
SMILES	APP 5'UTR act	STAT3 blocker	STAT1 inh	ROMK mod	APP transl inh	STAT3 activator	STAT1 activator	FLuc inhib CS	FLuc stim CS	NF-kB neuron act
Cn1c(N)c(C(=O)COC(=O)c2cc(S(=O)(=O)N3CCCCC3)ccc2Cl)c(=O)n(C)c1=O	-6	7	2	0.0071	6	101	98	-10	1.1	0.7
COC(=O)c1cccc(S(=O)(=O)N2CCC(NC(=O)NC34CC5CC(CC(C5)C3)C4)CC2)c1	5	4	-2	-2.1	-5	98	102	1	1	0.74
COC(=O)c1sccc1NC(=O)CSc1cc(Cl)ccc1Cl	1	22	10	/	-1	84	90	-6	1.1	1.2
CNC(=O)c1cc(C)c(-c2ccccc2)s1	30	1	-13	-0.16	-30	100	108	0	1	1.2
COc1ccc(/C=C/C(=O)c2c(C)nc3ccccn23)cc1	106	5	-45	/	-106	101	141*	19	0.8	1.7
CN1/C(=C\C=C(/C#N)C(=O)Nc2ccccc2F)C(C)(C)c2ccccc21	18	7	4	/	-18	93	96	-9	1.1	1
CCOc1ccc(C2=C/C(=C/c3cccnc3)C(=O)O2)cc1	24	6	6	/	-24	104	95	39	0.6	1.1
COc1ccc(NC(=O)C2CCCN2C(=O)OC(C)(C)C)cc1 (configuration not stated)	0	7	-2	-0.17	0	98	100	-4	1	1.2
Cc1cccc(C)c1NC(=O)c1sc(N)nc1-c1ccccc1	7	4	-4	-0.92	-7	104	104	-8	1.1	1.9
Cn1c(Cn2c(=O)sc3ccccc32)nnc1SCc1ccccc1F	9	3	4	/	-9	102	96	-4	1	1.1
Cc1ccccc1-c1cc(C(=O)Nc2nc3c(s2)CCCC3)c2ccccc2n1	19	-20	-1	1.2	-19	121	101	-2	1	0.66
CS(=O)(=O)Nc1ccc(C(=O)N2CCCCC2)cc1	13	3	3	/	-13	101	98	-2	1	1.4
CCOC(=O)c1c(NC(=O)CCC(=O)O)sc2c1CC(C)(C)OC2	-3	8	4	2	3	97	95	-5	1	1.3
Cc1ccc(-n2nc(C(=O)O)cc2-c2ccc(Cl)cc2)cc1	22	-1	-1	0.16	-22	107	99	-5	1.1	1.2
O=C(N/C(=C\c1ccc2c(c1)OCO2)C(=O)N1CCOCC1)c1cccs1	12	23	9	/	-12	87	94	-6	1.1	0.93
CCCn1c(NC(=O)c2ccccc2)nc2ccccc21	-5	-33	-3	/	5	137*	102	-4	1	0.99
Cc1cc(C)n(CC(C)O)c(=O)c1C#N (configuration not stated)	0	-2	-1	/	0	104	101	-9	1.1	1.2
COc1ccccc1CCc1nnc(CCC(=O)N(C)Cc2cccc3cnccc23)o1	38	-14	-35	0.96	-38	116	131*	-1	1	2.1
COc1ccccc1CNC(=O)COC(=O)Cc1c(F)cccc1Cl	7	-4	1	0.26	-7	106	97	-4	1	1.3
CN(C)c1ccc(N=c2sc3ccccc3n2C)cc1	74	11	-41	-0.023	-74	93	138*	16	0.8	4.6*
C=CCn1c(COc2ccc(F)cc2)nnc1SCC(=O)c1c[nH]c2c(CC)cccc12	-9	-3	4	1	9	105	97	-7	1.1	0.97
Cn1c(O)c(N=NC(=O)c2ccco2)c2ccccc21	176*	20	-24	0.26	-176	86	121	64*	0.4	2.5
CCn1cc(/C=N/NC(=O)c2cc3c(ccc4ccccc43)o2)c2ccccc21	4	22	4	1.2	-4	86	96	-4	1	1
O=C(COC(=O)/C=C/c1cnc2ccccc2n1)NCC(F)(F)F	3	8	-3	-0.36	-4	98	102	-9	1.1	0.85
C=CCn1c(=O)c(C(=O)Nc2ccccc2O)c(O)c2ccccc21	7	-23	6	0.19	-7	123	94	1	1	1.1
